Source: PubChem BioAssay
M4 PAM: human M4 muscarinic receptor positive allosteric modulators, primary screen, CHO-K1 cells, Fluo-8 calcium fluorescence | CHO-K1 hM4/Gqi5, ACh EC20; 0% = ACh EC20, 100% = maximal ACh | Muscarinic acetylcholine receptor M4 (Homo sapiens), P08173 | activation, % at 3 µM | 360,000 tested, 0.4% active;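 active = activation above its plate's cutoff, the mean activation of sample wells plus 3 SD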; also: some results filed as inactive read as strong as hits
M5 antag: human M5 muscarinic receptor antagonists, primary screen, CHO cells, Fluo-8 calcium fluorescence; 360,000 tested, 0.59% active; Muscarinic acetylcholine receptor M5 (Homo sapiens), P08912; AID 624040, 2012; inhibition, % at 3 µM; CHO-hM5 cells, ACh EC80;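 active = inhibition above a per-plate cutoff, the mean of that plate's test compounds plus 3 SD, cut at about 27% in these data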;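 also: 0% = acetylcholine EC80 with DMSO and 100% = DMSO without agonist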
Target sequence (P08912 whole entry, looked up): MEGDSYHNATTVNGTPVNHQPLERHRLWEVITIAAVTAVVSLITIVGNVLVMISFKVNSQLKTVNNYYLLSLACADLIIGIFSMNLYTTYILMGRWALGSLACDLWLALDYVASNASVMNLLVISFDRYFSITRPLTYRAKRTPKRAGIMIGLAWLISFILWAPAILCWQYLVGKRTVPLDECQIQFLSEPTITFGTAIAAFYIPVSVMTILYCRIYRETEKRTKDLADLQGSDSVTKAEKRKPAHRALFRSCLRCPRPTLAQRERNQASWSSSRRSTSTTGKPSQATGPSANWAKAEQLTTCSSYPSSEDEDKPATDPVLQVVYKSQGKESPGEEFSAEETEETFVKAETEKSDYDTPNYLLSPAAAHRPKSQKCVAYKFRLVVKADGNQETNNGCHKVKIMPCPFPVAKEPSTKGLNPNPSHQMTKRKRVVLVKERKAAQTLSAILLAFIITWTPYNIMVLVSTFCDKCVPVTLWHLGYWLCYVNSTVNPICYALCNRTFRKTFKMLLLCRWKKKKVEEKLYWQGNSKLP
CRFR2-BP ag: agonists of CRF-BP/CRF-R2 complex, primary screen, cell-based, HEK293, calcium dye fluorescence, uHTS; calcium dye fluorescence (FLIPR); percent of saturating CRF peptide response; activation, % at 13.2 µM; 350,000 tested, 0.46% active;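 active = activation of at least 50%, plus an integration ratio under a set limit after plate pattern correction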;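 also: plate controls were neutral control wells without compound for no effect and CRF at EC100 for full effect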
M5 ag: human M5 muscarinic receptor agonists, primary screen, CHO-K1 cells, Fluo-8 calcium fluorescence; Muscarinic acetylcholine receptor M5 (Homo sapiens), P08912; CHO-K1 hM5 cells; 0% DMSO wells, 100% maximal acetylcholine response; activation, % at 3 µM; 360,000 tested, 0.19% active; AID 624037, 2012;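 active = activation above the run's mean over test compounds plus 3 SD, cut at about 23% in these data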;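 also: signal is peak over basal fluorescence ratio across the kinetic read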
M4 ag: human M4 muscarinic receptor agonists, primary screen, CHO-K1 cells, Fluo-8 calcium fluorescence. CHO-K1 hM4/Gqi5; vehicle 0%, full acetylcholine response 100%. AID 624127, 2012. Muscarinic acetylcholine receptor M4 (Homo sapiens), P08173. 360,000 tested, 0.14% active. activation, % at 3 µM;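 active = activation above the run mean over all test wells plus 3 SD, cut at about 32% in these data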;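 also: peak over basal fluorescence ratio per well then scaled between controls; 0% = DMSO wells and 100% = acetylcholine at EC100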
M4 antag: human M4 muscarinic receptor antagonists, primary screen, CHO cells, Fluo-8 calcium fluorescence; Muscarinic acetylcholine receptor M4 (Homo sapiens), P08173; CHO-hM4 cells, ACh EC80; inhibition, % at 3 µM; 360,000 tested, 0.73% active; AID 624125, 2012;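 active = inhibition above its plate's cutoff, the mean inhibition of sample wells plus 3 SD, cut at about 27% in these data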;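 also: 0% = acetylcholine EC80 with DMSO and 100% = DMSO without agonist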
CHRM1 PAM: human M1 muscarinic receptor positive allosteric modulators, primary screen, CHO-K1 cells, Fluo-8 calcium fluorescence, 1536-well | CHO-K1 hM1, ACh EC20; 0% = ACh EC20, 100% = maximal ACh | activation, % at 3 µM | 360,000 tested, 0.088% active | AID 588819, 2011; in the data active = activation above about 19%, passing the limit was not always enough
Target sequence (P11229 whole entry, looked up): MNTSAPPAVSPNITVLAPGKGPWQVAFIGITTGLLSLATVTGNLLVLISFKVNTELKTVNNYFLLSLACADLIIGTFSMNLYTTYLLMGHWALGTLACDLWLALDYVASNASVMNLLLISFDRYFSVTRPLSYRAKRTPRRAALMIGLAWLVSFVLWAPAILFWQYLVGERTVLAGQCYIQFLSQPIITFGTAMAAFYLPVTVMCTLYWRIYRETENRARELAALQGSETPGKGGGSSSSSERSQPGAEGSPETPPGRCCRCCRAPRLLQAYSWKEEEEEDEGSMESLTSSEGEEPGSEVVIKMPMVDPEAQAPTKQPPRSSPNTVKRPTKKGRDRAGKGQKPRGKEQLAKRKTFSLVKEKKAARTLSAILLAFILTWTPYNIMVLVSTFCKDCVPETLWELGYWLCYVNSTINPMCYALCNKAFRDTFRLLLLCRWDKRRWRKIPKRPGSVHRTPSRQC
CRFBP-R2 block: antagonists of CRF-BP/CRF-R2 complex, primary screen, cell-based, HEK293, calcium dye fluorescence, uHTS; CRF-induced calcium fluorescence; inhibition, % at 11.8 µM; 350,000 tested, 0.59% active;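 active = inhibition of the ligand-induced calcium signal above about 50% at the single tested concentration, limit read from the data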
M5 PAM: human M5 muscarinic receptor positive allosteric modulators, primary screen, CHO-K1 cells, Fluo-8 calcium fluorescence; Muscarinic acetylcholine receptor M5 (Homo sapiens), P08912; CHO-K1 hM5, ACh EC20 PAM; 0% = ACh EC20, 100% = ACh EC100; activation, % at 3 µM; 360,000 tested, 0.3% active; AID 624038, 2012;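 active = activation above the run cutoff, the mean activation of all test compounds plus 3 SD, cut at about 18% in these data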
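Measured by: Fluo-8 calcium fluorescence; material: human M5 receptor in CHO-K1 cells; schedule: Post-acetylcholine fluorescence recording 140 s; benchmarks: low control EC20 acetylcholine (0%), high control EC100 acetylcholine (100%); read-out: Max/basal fluorescence ratio as % of EC20–EC100 ACh window; compound: single dose, 3 µM nominal final test concentration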
Active calls of the source: *; nt = no result given.

M4 PAM	M5 antag	CRFR2-BP ag	M5 ag	M4 ag	M4 antag	CHRM1 PAM	CRFBP-R2 block	M5 PAM	smiles
6	-4	-1.5	0	1	-16	7	-12	2	CC[C@]12c3[nH]c4cc(-c5ccco5)ccc4c3CCN1C(=O)[C@@H](CC(=O)NCc1ccco1)C[C@@H]2C(=O)N1CCN(C(=O)C2CC2)CC1
-35	-4	0.6	-21	1	-2	-24	-9	-6	CC1(C)CC(NC(=O)N2c3ccccc3Sc3ccccc32)CC(C)(C)N1
-4	-16	-0.2	-9	2	-8	3	8	3	Cc1cc(C(=O)Nc2ncn(Cc3ccc(F)cc3)n2)ccc1[N+](=O)[O-]
2	2	-2.1	2	1	-4	-2	-10	-6	Cc1onc(-c2ccccc2Cl)c1C(=O)NCC1CCCO1 (stereo not given)
3	6	-0.5	-2	0	2	-2	1	5	COc1c2c(nc3occc13)C(CC=C(C)C)(OC)C(=O)C=C2 (stereo not given)
-1	12	2.1	-2	0	3	-2	0	-7	Cc1ccc(NC(=O)C=NOCC(=O)Nc2cc(C)cc(C)c2)cc1
16	-3	-1.4	-2	0	-7	6	-4	-3	Cc1ccccc1NC(=O)c1c(Cl)nc(C)c(Cl)c1C
14	-6	0.7	0	4	-26	-1	-38	2	COc1ccc(F)cc1CN1CCN(C(=O)CCC(=O)Nc2nnc(C3CCCCC3)s2)CC1
0	4	1.1	-1	1	-3	5	-1	0	Cc1nc([N+](=O)[O-])cn1CC(=O)c1ccc(F)cc1
2	-2	-6.5	6	0	2	3	-3	6	CC1CC(C)CN(c2ncnc3c2cnn3C)C1 (stereo not given)
-2	-5	1.3	-1	5	-5	5	-10	-2	O=S(=O)(NCCc1csc(-c2cccnc2)n1)c1cc(F)ccc1F
-3	-1	0.3	2	0	4	9	9	9	CCc1nc2oc3ccccc3c(=O)c2c(=O)n1-c1ccc(C)cc1

Continuation.
M4 PAM	M5 antag	CRFR2-BP ag	M5 ag	M4 ag	M4 antag	CHRM1 PAM	CRFBP-R2 block	M5 PAM	smiles
28	-10	-0.9	5	-2	-25	6	10	19*	Cc1cc(N2C(=O)C(O)=C(C(=O)c3cccs3)C2c2ccc(F)cc2)no1 (stereo not given)
-8	0	0.2	-3	6	-6	9	-15	-9	CCCc1ccc(-c2cc(C(=O)NN3CCOCC3)c3ccccc3n2)cc1
-6	18	0.7	1	2	12	-10	-2	-11	CC(=O)Nc1ccc(SC[C@H](Cc2ccccc2)N2CC[C@@H](O)CCC2=O)cc1
-5	-5	-1.4	-7	2	0	-1	-5	-4	CCn1c(SCC(=O)c2cccs2)nnc1-c1ccco1
-6	0	-0.8	5	6	6	-13	-16	-13	COc1cc(NC(=O)c2ccc(COCC(F)(F)F)o2)cc(OC)c1OC
-1	13	1.1	-3	1	2	2	14	-4	O=C(COc1ccc(S(=O)(=O)N2CCOCC2)cc1Cl)NC1CC1
-3	13	-3.0	-3	2	13	-6	-2	-2	Cc1ccc(CN(C(=O)COc2ccc(C)c(C)c2)C2CCS(=O)(=O)C2)o1 (stereo not given)
5	9	27	1	2	1	7	2	2	COCCNc1nc(-c2cc(C)n(CCc3ccc(OC)cc3)c2C)cs1
8	-8	nt	-1	-2	-16	14	nt	-8	COc1ccc(C(C)=O)cc1CC1(C)C(=O)Nc2ccc(-c3cccc(C(F)(F)F)c3)cc21 (stereo not given)
3	-8	-0.8	0	4	-17	16	-2	3	[N-]=[N+]=N[C@@H](CCN1CC[C@H](NC(=O)OCc2ccccc2)CCC1=O)c1ccccc1
-3	-5	-3.5	9	1	0	9	12	-1	Cc1ccc(C(=O)N/C(=C/c2ccc(-c3ccc(Br)cc3)o2)C(=O)NC2CCS(=O)(=O)C2)cc1 (stereo not given)
5	-2	0.0	-5	0	-8	13	-13	2	Cc1ccccc1NC(=O)COC(=O)CN1C(=O)NC(C)(C)C1=O

(cont.)
M4 PAM	M5 antag	CRFR2-BP ag	M5 ag	M4 ag	M4 antag	CHRM1 PAM	CRFBP-R2 block	M5 PAM	smiles
17	2	-3.5	5	1	-3	9	6	-1	CCc1ccccc1NC(=S)N(CCc1ccncc1)C(C)C
8	-4	-0.1	-5	0	0	14	7	12	O=C(COC(=O)CC1CC2CCC1C2)NC(=O)NCc1ccco1 (stereo not given)
-3	3	1.1	2	2	1	11	-10	4	O=C(Nc1ccccn1)C1CCCN1S(=O)(=O)c1ccc(Cl)cc1 (stereo not given)
-4	1	-1.7	-1	0	-12	-2	-21	-7	NNc1nc2c(Cl)cccc2s1
-7	20	0.5	3	10	2	-3	12	-17	Cc1nc2ccccc2nc(C)c1=NOCc1ccc(Cl)cc1Cl
10	-9	0.9	-3	1	-10	8	4	6	COc1ccc(OC)c(/C=N/NC(=O)CC2C(=O)NN=C2C)c1 (stereo not given)
-3	4	5.3	-4	1	0	-12	12	-2	CCc1cc2c(SCC(=O)c3ccc(Cl)s3)ncnc2s1
-4	5	-0.1	4	10	-3	1	2	-14	COc1ccc(C(=O)COc2cccc(NC(=O)c3ccco3)c2)cc1
1	-2	0.7	-9	3	0	-1	-13	-4	COc1ccc(C(=O)Nc2nc3ccc(S(C)(=O)=O)cc3s2)cc1
-3	-2	-1.6	-7	8	-4	-2	2	-15	Fc1ccccc1C(c1nnnn1Cc1ccc2c(c1)OCO2)N1CCN(Cc2ccco2)CC1 (stereo not given)
0	-4	-0.1	-2	2	6	2	-14	1	COc1ccc(NC(=O)c2sc(Cl)nc2-c2ccccc2)cc1
-2	3	0.9	0	3	-6	9	-13	-2	O=C(Nc1cccc(-c2ccc(N3CCOCC3)nn2)c1)c1cccc(Cl)c1

The listing continues:
M4 PAM	M5 antag	CRFR2-BP ag	M5 ag	M4 ag	M4 antag	CHRM1 PAM	CRFBP-R2 block	M5 PAM	smiles
-2	-4	2.1	-1	2	8	2	-6	2	N#CCCn1cc(C(=O)Nc2ccc([N+](=O)[O-])cc2)c(-c2cc3ccccc3o2)n1
-6	-3	2.8	-3	3	-6	0	10	0	N#Cc1nc(COc2ccccc2Cl)oc1NCc1cccnc1
4	-5	-0.8	4	0	-6	0	7	4	Nc1c(N(Cc2ccco2)C(=O)COc2ccc(Cl)cc2)c(=O)[nH]c(=O)n1Cc1ccccc1
1	1	-5.1	-3	0	-11	2	18	-2	Cc1ccc(S(=O)(=O)NCc2ccccc2C)cc1
-10	-1	-0.5	-4	6	8	5	-9	-2	O=C1COc2ccc(S(=O)(=O)N3CCc4ccccc43)cc2N1
6	14	-0.4	2	1	-5	6	-4	7	O=C(CSc1nnc(-c2ccccc2F)o1)Nc1ccc(N2CCOCC2)cc1
7	-8	-1.1	5	3	4	-4	-21	3	CCOC(=O)N1CCC(Nc2ncnc3c2cnn3-c2ccccc2)CC1
5	8	3.4	-1	0	2	17	10	3	Cc1ccc(O)c(N=Nc2ccc(S(=O)(=O)N3CCCC3)cc2)c1
2	-4	-1.7	-3	2	-13	4	3	0	CCOC(=O)N1CCN(Cc2ccc(F)cc2F)CC1
-5	2	nt	1	2	1	-3	nt	-10	O=C(c1[nH]c(C(F)(F)F)nc1-c1ccccc1)N1CCc2ccccc2C1
20	-3	-0.6	0	3	-7	5	15	8	CCOC(=O)c1ccc(NS(=O)(=O)c2cc(-c3nnnn3C(C)C)ccc2OC)cc1
3	0	-1.4	-13	1	-3	0	-13	-15	c1ccc(-c2noc(-c3cccc4ccccc34)n2)nc1

More records follow:
M4 PAM	M5 antag	CRFR2-BP ag	M5 ag	M4 ag	M4 antag	CHRM1 PAM	CRFBP-R2 block	M5 PAM	smiles
11	-2	0.4	-1	0	6	15	3	1	O=C(CNC(=O)c1ccc(Br)cc1)NCC(=O)OCC(=O)c1ccc([N+](=O)[O-])cc1
-8	5	6.8	0	3	11	-5	3	-4	COC(=O)[C@@]1(Cc2ccccc2)[C@H]2C(=O)N(Cc3ccccc3)C(=O)[C@H]2[C@H]2CN=C(SCC(=O)c3ccccc3)N21
-10	-1	nt	-2	6	-4	nt	nt	-3	COc1cccc(C(=O)Nc2ccc3c(c2)OC[C@H](C)N(CCc2ccccc2)C[C@@H](C)[C@@H](OC)CN(C)C3=O)c1
-5	13	0.5	-5	4	-3	-3	-20	1	Cc1ccc(C(C)C)c(OCCCCN2CCNCC2)c1
3	0	-1.3	-3	7	-13	-4	-10	-2	O=C(Nc1ccc(Oc2ccc(C(F)(F)F)cn2)c(Cl)c1)C1CC1
-5	10	-0.3	-2	1	3	5	-14	0	O=C(CCl)Nc1c[nH]c(=O)[nH]c1=O
5	3	-1.4	-5	2	0	-3	-7	1	Cc1ccc(Nc2nc(CSc3nnc(-c4ccc(F)cc4)n3C)cs2)cc1
-3	17	-0.5	-4	8	0	4	-11	-3	Cc1ccc2c(C)c(C(=O)N3CCN(c4cnccn4)CC3)oc2c1C
7	-2	-2.4	-2	0	-8	6	21	5	CN(C)c1nc(-c2ccccc2)nnc1C(F)(F)F
12	1	0.9	-5	1	21	9	-4	1	O=C(CCN1C(=O)c2cccc3cccc(c23)C1=O)NC1CCS(=O)(=O)C1 (stereo not given)
-1	0	4.2	-2	1	11	2	0	0	CCOc1ccccc1OCC(=O)NNC(=O)Cn1cnc2c1c(=O)n(C)c(=O)n2C
-2	11	-1.5	-1	5	2	3	15	-4	N#Cc1nc(-c2ccccc2F)oc1N1CCN(C(=O)c2ccco2)CC1

(cont.)
M4 PAM	M5 antag	CRFR2-BP ag	M5 ag	M4 ag	M4 antag	CHRM1 PAM	CRFBP-R2 block	M5 PAM	smiles
-2	-1	1.1	-3	0	-6	1	0	0	CCOC(=O)C1C(=O)C=C(c2ccc(C)cc2)CC1c1ccco1 (stereo not given)
2	-4	-1.1	0	3	-15	1	-1	3	COc1cccc(CC2(CO)CCN(S(=O)(=O)c3ccc(OC)cc3OC)CC2)c1
-1	12	1.6	-11	0	-1	3	-1	3	Cc1ccc(C2(c3ccccc3)NC(=O)N(CC(=O)NC3CCS(=O)(=O)C3)C2=O)cc1C (stereo not given)
5	3	nt	0	0	-8	15	nt	-5	CCNC(=O)C1(C)CCCCN1Cc1ccc(C#N)cc1 (stereo not given)
0	7	0.0	-1	1	-13	9	-2	-6	O=C(COC(=O)c1ccc(O)cc1)Nc1ccccc1
-3	1	-2.9	-2	-1	-3	5	19	0	Cc1ccc(OCc2nnc(SCC(=O)c3cccc([N+](=O)[O-])c3)n2C)cc1
4	6	-0.2	0	1	-3	15	-8	-9	Cc1ccc(NC(=O)c2cncc(Br)c2)nc1
0	-3	-0.5	-2	1	-3	-2	-10	0	COc1cc(C(=O)NCc2nnc(SCC(=O)Nc3cc(C)cc(C)c3)o2)cc(OC)c1OC
-4	-1	0.1	0	2	4	-10	-29	2	Cc1sc2ncnc(OCC(=O)N3CCN(S(=O)(=O)c4ccc(Cl)cc4)CC3)c2c1C
-3	15	-0.2	-2	3	13	1	18	-7	O=C(CCCn1c(SCC(=O)c2ccc(F)cc2)nc2ccccc2c1=O)NCc1ccccc1
